Screens from PubChem BioAssay.
RGS4 pot – RGS4 potentiation or activation; AID 463111; B-score at 10 µM; 0.92% of 310,000 active; HEK293 M3R/inducible RGS4, carbachol calcium flux Fluo4; active compounds read low;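 active = B-score of the integrated calcium signal more than 4 SD below the library mean, with starting fluorescence not abnormally high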;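 note: negative B-score means reduced calcium response which marks RGS4 activation or potentiation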
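Detection: kinetic calcium fluorescence imaging with Fluo4-AM dye, 2 µM / Material: HEK293 cells with stable M3R and inducible RGS4 / Schedule: recording 10 s baseline at 1 Hz, 100 s post-agonist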
RGS4 block – inhibitors of human RGS4; 0.45% of 310,000 active; AID 463165; P49798; HEK293 M3R/RGS4 inducible, Fluo-4 calcium flux; active compounds read high; triggered by carbachol at its EC20; B-score at 10 µM;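 active = B-score, a plate-corrected calcium signal, over three deviations above library mean, with baseline fluorescence within five deviations of library mean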;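 note: RGS4 expression induced by doxycycline in cells with stable M3 receptor; B-score is computed from the integrated fluorescence ratio over baseline after carbachol; higher B-score means a larger calcium signal and so more RGS4 inhibition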
TRPC6 act – mouse TRPC6 channel activation. 0.13% of 310,000 active. HEK293-TRPC6 membrane potential dye fluorescence; active compounds read high. AID 2550. Q61143. B-score at 10 µM;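 active = B-score of the integrated fluorescence ratio above library mean plus 3 SD, and starting fluorescence ratio within library mean plus 5 SD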;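 note: higher score means more depolarization so channel activation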
HDAC3 inhib – inhibitors of human histone deacetylase 3; AID 2718; recombinant HDAC3, fluorogenic peptide/trypsin coupled, fluorescence; inhibition, % at 8.3 µM; O15379; 0.15% of 320,000 active; in the data active = inhibition above about 26%, passing the limit was not always enough; inconclusive = no clear call, values can overlap the other calls
MrgX1 antagonist – human MrgX1 receptor antagonism, primary screen; MRGX1-HEK293 calcium flux, Fluo-4, BAM8-22 antagonism; active compounds read low; B-score at 10 µM; Q96LB2; 1.3% of 310,000 active;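 active = calcium-response B-score plate-corrected more than 3 library SD below zero, starting fluorescence within 5 deviations, no agonist response on first addition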;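 note: peak minus trough fluorescence over baseline after final BAM8-22 challenge near maximal dose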
TMEM16A act – activates or potentiates the mouse TMEM16A chloride channel; 0.3% of 340,000 active; B-score at 10 µM; AID 623877; HEK293 TMEM16A/YFP-H148Q/I152L, iodide quench fluorescence; active compounds read low; Q8BHY3;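 active = fluorescence-ratio B-score plate-corrected deviation score at least 3 library SD below zero, with starting fluorescence score within 5 deviations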;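 note: channel opened by trigger with iodide after compound preincubation; score built on the fluorescence ratio of max minus min over baseline; more negative score means more quench and so TMEM16A activation or potentiation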
Target sequence (Q8BHY3 whole entry, looked up): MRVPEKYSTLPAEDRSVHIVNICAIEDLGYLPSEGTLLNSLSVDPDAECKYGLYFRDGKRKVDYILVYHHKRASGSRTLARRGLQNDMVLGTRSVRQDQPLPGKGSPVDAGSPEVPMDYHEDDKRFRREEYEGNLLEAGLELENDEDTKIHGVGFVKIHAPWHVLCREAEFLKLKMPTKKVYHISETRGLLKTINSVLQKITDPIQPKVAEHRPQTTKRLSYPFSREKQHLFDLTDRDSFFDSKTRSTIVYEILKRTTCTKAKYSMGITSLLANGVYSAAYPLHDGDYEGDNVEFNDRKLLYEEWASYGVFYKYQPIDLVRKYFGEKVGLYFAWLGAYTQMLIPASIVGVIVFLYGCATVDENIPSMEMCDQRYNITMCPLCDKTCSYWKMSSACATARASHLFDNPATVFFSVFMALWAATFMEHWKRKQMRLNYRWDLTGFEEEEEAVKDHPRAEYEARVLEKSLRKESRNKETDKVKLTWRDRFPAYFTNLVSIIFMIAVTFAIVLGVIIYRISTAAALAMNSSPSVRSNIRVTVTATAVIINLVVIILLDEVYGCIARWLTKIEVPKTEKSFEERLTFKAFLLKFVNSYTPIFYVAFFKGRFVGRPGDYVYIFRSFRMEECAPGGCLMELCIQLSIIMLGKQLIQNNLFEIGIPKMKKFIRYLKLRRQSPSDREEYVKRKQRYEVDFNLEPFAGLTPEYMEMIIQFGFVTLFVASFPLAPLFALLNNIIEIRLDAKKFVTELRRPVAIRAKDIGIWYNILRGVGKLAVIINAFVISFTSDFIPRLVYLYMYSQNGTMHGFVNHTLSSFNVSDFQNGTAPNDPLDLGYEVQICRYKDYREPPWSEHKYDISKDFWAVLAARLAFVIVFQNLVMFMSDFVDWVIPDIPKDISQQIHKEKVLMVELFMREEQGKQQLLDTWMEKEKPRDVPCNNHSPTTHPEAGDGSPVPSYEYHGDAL
TRPC6 inh – mouse TRPC6 channel inhibition. Q61143. HEK293-TRPC6, membrane potential dye, ACh-evoked depolarization; active compounds read low. B-score at 10 µM. 1.1% of 310,000 active;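 active = B-score under library mean minus 3 SD, initial fluorescence not abnormally high, positive integrated signal ratio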;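 note: B-score derived from integrated fluorescence ratio over the kinetic read; more negative B-score means stronger inhibition of depolarization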
TMEM16A inh – inhibitors of mouse TMEM16A calcium-activated chloride channel; Q8BHY3; HEK293 TMEM16A/YFP iodide influx fluorescence, ionomycin; normalized B-score (activity score, 25-100; higher = stronger inhibition) at 10 µM; 1.2% of 310,000 active;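 active = ratio plate-corrected score three or more library SD toward inhibition, starting fluorescence score within five deviations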;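 note: score derived from kinetic fluorescence span divided by baseline fluorescence per well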
MrgX1 agonist – activates human MrgX1 receptor signaling; MrgX1-HEK293 cells, Fluo-4 calcium fluorescence, agonist mode; active compounds read high; AID 588627; Q96LB2; B-score at 10 µM; 0.44% of 310,000 active;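 active = calcium response B-score plate-corrected fluorescence ratio at least 3 library SD, with starting fluorescence B-score inside 5 SD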
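Material: MrgX1-expressing HEK293 cells; input: 15,000 cells per well; doses: test compound given as first of three sequential additions; schedule: overnight plating before 1 h dye loading; technique: Fluo-4 NW calcium-flux fluorescence, kinetic read; evaluation: baseline-normalised fluorescence change ratio, B-scored; control set: plate-wise positive and negative controls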
SKKanGAS inh – blocks kanamycin growth of S. pyogenes SKKanGAS strain; BacTiter-Glo, 6 h; inhibition, % at 7.5 µM; AID 1662; 1.3% of 300,000 active;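 active = mean replicate score, as percent of positive control median, at least 50; inconclusive = mean below 50 but one replicate at or above 50; inactive = mean and every replicate below 50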;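 note: strain carries kanamycin resistance gene driven by streptokinase promoter and grows in 40 µg/ml kanamycin; loss of luminescence reflects streptokinase promoter inhibition or plain growth inhibition; 0% = median of DMSO wells and 100% = positive control at its reference dose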
MrgX1 PAM – human MrgX1 positive allosteric modulation, primary screen | 0.63% of 310,000 active | MrgX1-HEK293, Fluo-4 calcium flux, FDSS; active compounds read high | B-score at 10 µM | Q96LB2;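 active = plate-corrected calcium response at least 3 library SD above typical, normal starting fluorescence, not activating the receptor alone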;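 note: compound read alongside a low EC10 to EC30 dose of BAM8-22 agonist; peak minus trough fluorescence over baseline measured at the second addition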
Starred values were filed as active, the others as inactive; i = inactive; ? = inconclusive; · = not tested or not shown.

SMILES	RGS4 pot	RGS4 block	TRPC6 act	HDAC3 inhib	MrgX1 antagonist	TMEM16A act	TRPC6 inh	TMEM16A inh	MrgX1 agonist	SKKanGAS inh	MrgX1 PAM
CC1=N/C(=C\c2ccc3c(c2)OCO3)C(=O)N1c1ccc(C(=O)O)cc1	i	i	i	?	i	i	i	i	i	7.1	i
CCOc1c2ccc(C(=O)N[C@H](C)C3CCCCC3)cc2nn1CCOC	i	i	i	-31.5	i	i	i	i	i	-0.3	i
CCOc1ccc(N)c(SSc2cc(OCC)ccc2N)c1	i	i	i	-0.2	i	i	i	i	28.8*	9.3	i
O=C(NC(=S)NCC1CCCO1)c1cccc([N+](=O)[O-])c1 (centres undefined)	i	i	i	3.9	i	i	i	i	i	-5.3	i
CC(C)NC(=O)c1cc(-c2ccc3c(c2)OCO3)on1	i	i	i	-1.3	i	i	i	i	i	-1.1	i
O=C(CSCCc1ccccn1)Nc1ccc(Br)cn1	i	i	i	-8.1	i	i	i	i	i	-0.8	i
CCOc1ccc2c(c1)c(N=Nc1cccc(C(=O)O)c1)c(O)n2C	i	i	i	-5.7	i	i	i	i	i	19.0	i
COc1ccccc1CN(C)C(=O)c1ccccc1Sc1ccccc1C#N	i	i	i	-1.0	i	i	i	i	i	-3.1	i
OCC[C@@H]1C[C@@H](O)[C@H](O)[C@]2(OCCCc3ccccc32)O1	i	i	i	3.4	i	i	i	i	i	-2.2	i
Brc1ccc(/C=N/Nc2ccccn2)cc1	i	i	i	-5.6	i	i	i	i	i	-6.5	i
Cc1ccc(C)c(CN2CCCN(Cc3cc(C)ccc3C)S2(=O)=O)c1	i	i	i	-2.1	i	i	i	i	i	72.1*	i
Oc1ccc2ccccc2c1N=Nc1ccccc1F	i	i	i	2.3	i	i	i	i	i	18.6	i
O=C(Cc1ccc(Cl)c(Cl)c1)OCC(=O)c1ccc[nH]1	i	i	i	6.0	i	i	i	i	i	1.2	i
CC(=O)c1c(OC(=O)c2ccco2)c2ccccc2n1C	i	i	i	12.5	i	i	i	i	i	4.9	i
O=C(Nc1ccc(F)cc1)N1CCc2ccccc2C1	i	i	i	-1.9	i	i	i	i	i	4.4	i
CCc1ccc(S(=O)(=O)N(C(=O)c2ccncc2)c2ccc(OC(=O)c3ccncc3)cc2)cc1	i	i	i	3.8	i	i	i	i	i	1.7	i
CCc1ccccc1NC(=O)C1COc2ccccc2O1 (centres undefined)	i	i	i	1.0	i	i	i	i	i	3.3	i
O=C(NC1CCSc2ccccc21)c1ccccc1Br (centres undefined)	i	i	i	1.1	i	i	i	i	i	3.4	i
CC1CC(C)CN(CC(=O)NC(c2ccccc2)c2ccccc2)C1 (centres undefined)	i	i	i	5.3	i	i	i	i	i	0.2	i
Cc1cc(C(=O)CN2C(=O)NC(c3ccccc3)(c3ccccc3)C2=O)c(C)n1Cc1ccco1	i	7.5*	i	-3.3	i	i	i	i	i	8.7	i
Cc1ccsc1/C=N/NC(=O)c1ccc(Cn2cc(Br)cn2)o1	i	i	i	-0.5	i	i	i	i	i	-8.9	i
O=C1c2cccc3cccc(c23)C(=O)N1CCN1CCN(CC(O)COCc2ccc(Cl)cc2)CC1 (centres undefined)	i	i	i	5.9	i	i	i	i	i	5.3	i
CC(C)Cn1c(N)c(C(=O)CCl)c(=O)n(C)c1=O	i	i	i	?	i	i	i	i	i	3.3	i
Fc1ccc(N2CCN(C(=S)NCC3CCCO3)CC2)cc1 (centres undefined)	i	i	i	-1.1	i	i	i	i	i	-0.7	i
O=C(Cc1ccccc1Cl)NC1(O)C(=O)c2ccccc2C1=O	i	i	i	6.4	i	i	i	i	i	-6.7	i

The list goes on; the last 2 above are carried over.
SMILES	RGS4 pot	RGS4 block	TRPC6 act	HDAC3 inhib	MrgX1 antagonist	TMEM16A act	TRPC6 inh	TMEM16A inh	MrgX1 agonist	SKKanGAS inh	MrgX1 PAM
Fc1ccc(N2CCN(C(=S)NCC3CCCO3)CC2)cc1 (centres undefined)	i	i	i	-1.1	i	i	i	i	i	-0.7	i
O=C(Cc1ccccc1Cl)NC1(O)C(=O)c2ccccc2C1=O	i	i	i	6.4	i	i	i	i	i	-6.7	i
COCCCNc1nc2c(-c3cccc(C)c3)nnn2c2ccccc12	i	i	i	0.7	i	i	i	i	i	0.5	i
O=C(CNc1ccc(Br)cc1)c1ccccc1	i	i	i	2.2	i	i	i	i	i	5.0	i
S=C1NCCc2ccccc2C1c1ccccc1Cl (centres undefined)	i	i	i	-2.1	i	i	i	i	i	4.4	i
Oc1ccccc1-c1csc(-c2ccccc2)n1	i	i	i	-3.8	i	i	i	i	i	19.6	i
O=C(COC(=O)c1ccc(Br)cc1)Nc1ccccc1Br	i	i	i	13.3	i	i	i	i	i	3.9	i
O=C1NC(=S)N/C1=C/c1cccn1-c1ccc([N+](=O)[O-])cc1	i	i	i	5.6	i	i	i	i	i	3.8	i
COc1ccccc1/C=C/C(=O)N1CCc2cc(OC)c(OC)cc2C1C (centres undefined)	i	i	i	6.4	i	i	i	i	i	-1.2	i
COC(=O)c1ccncc1C(=O)Nc1ccc(F)cc1	i	i	i	-0.4	i	i	i	i	i	-19.6	i
COc1cc(OC)cc(-c2nnc(SCc3ccc(C(=O)O)cc3)o2)c1	i	i	i	-7.4	i	i	i	i	i	4.9	i
CSc1ncccc1C(=O)OCc1ccccc1F	i	i	i	4.9	i	i	i	i	i	7.5	i
COC(=O)c1ccc(OC(=O)c2cccnc2SC)cc1	i	i	i	0.9	i	i	i	i	i	1.4	i
CCCn1c(SCC(=O)Nc2cccc(C)n2)nnc1-c1ccco1	i	i	i	2.0	i	i	i	i	i	-5.8	i
CCOc1ccc(NC(=O)N(C2CCCC2)C2CCN(C(C)=O)CC2)cc1	i	i	i	0.9	i	i	i	i	i	-4.9	i
O=C(Nc1ccc(S(=O)(=O)NC2=NCCCCC2)cc1)c1ccco1	i	i	i	-8.4	i	i	i	i	i	-3.5	i
CCOC(=O)c1csc(-c2ccc(OC)c(OC)c2)n1	i	i	i	-0.4	i	i	i	i	i	-2.2	i
Cc1cc(C(=O)N2CCCC(N3CCN(c4ccc(F)cc4)CC3)C2)no1 (centres undefined)	i	i	i	-1.0	i	i	i	i	i	-1.8	i
O=C(CN1C(=O)NC2(CCc3ccccc32)C1=O)c1c[nH]c2ccccc12 (centres undefined)	i	i	i	5.6	i	i	i	i	i	-2.6	i
Cc1nc(-c2ccccc2O)n(S(=O)(=O)N(C)C)n1	i	i	i	-4.0	i	i	i	i	i	1.6	i
O=C(O)/C=C/C(=O)N1CCN(c2ccc(F)cc2)CC1	i	i	i	-2.5	i	i	i	i	i	-1.8	i
FC(F)(F)c1cc(-c2ccco2)nc(NCc2ccccc2)n1	i	i	i	3.6	i	i	i	i	i	5.2	i
CCCCc1[nH]c(=O)c(C#N)c2c1CSC(C)(C)C2	i	i	i	-3.7	i	i	i	i	i	-18.7	i
CCOc1ccc(NC(=O)N2CCN(Cc3ccc4c(c3)OCO4)CC2)cc1	i	i	i	-6.2	i	i	i	i	i	-3.8	i
Cc1cccc(/C=C2/Sc3ccc(C(=O)NCCCN4CCOCC4)cc3NC2=O)c1	i	i	i	-5.4	i	i	i	i	i	7.9	i
CCOC(=O)NNc1cc(C(F)(F)F)ccn1	i	i	i	2.1	i	i	i	i	i	0.7	i
CC1CC(C)(C)NCCNC(C)CC(C)(C)NCCN1 (centres undefined)	i	i	i	4.5	i	i	i	i	i	2.3	i
SMILES	RGS4 pot	RGS4 block	TRPC6 act	HDAC3 inhib	MrgX1 antagonist	TMEM16A act	TRPC6 inh	TMEM16A inh	MrgX1 agonist	SKKanGAS inh	MrgX1 PAM
O=C1CCC(C(=O)NCCCn2ccnc2)N1 (centres undefined)	i	i	i	6.8	i	i	i	i	i	-7.0	i
CSc1n[nH]c(NC(=O)c2c(-c3c(Cl)cccc3Cl)noc2C)n1	i	i	i	-2.0	i	i	i	i	i	3.1	i
CCN(CC)CCN(C(=O)c1ccc(Br)s1)c1nc2cc3c(cc2s1)OCO3	i	i	i	0.7	i	i	i	i	i	-1.8	i
CCc1ccccc1S(=O)(=O)Cc1ccc(C(=O)NC2CCCC2)o1	i	i	i	2.5	i	i	i	i	i	31.9	i
COc1ccc(CCC(C)NC(=O)Cc2ccc(OC)c(OC)c2)c(OC)c1 (centres undefined)	i	i	i	-6.6	i	i	i	i	i	-6.6	i
Cc1ccc(NC(=O)C2CCN(S(=O)(=O)c3cccnc3)CC2)cc1C	i	i	i	0.4	i	i	i	i	i	8.2	i
CCc1cccc(C)c1NC(=O)CCCC(=O)O	i	i	i	4.0	i	i	i	i	i	-0.6	i
Cc1ccc(CCNS(=O)(=O)c2cc3c(cc2Cl)NC(=O)CO3)cc1	i	i	i	-1.0	i	i	i	i	i	-0.4	i
CC(=O)Nc1cccc(OCC(O)Cn2c(C)nc3ccccc32)c1 (centres undefined)	i	i	i	-0.7	i	i	i	i	i	-3.2	i
CC(C)n1nccc1NC(=O)Nc1ccccc1	i	i	i	7.1	i	i	i	i	i	-0.4	i
O=C(Nc1nnc(-c2ccco2)o1)c1ccc(Cl)cc1	i	i	i	-4.4	i	i	i	i	i	86.8*	i
Cc1ccc(OCC(=O)NNC(=S)NCc2ccccc2)cc1	i	i	i	-4.5	i	i	i	i	i	2.8	i
N/C(=N\c1nc2ccccc2o1)NC(=O)c1ccccc1F	i	i	i	1.1	i	i	i	i	i	1.3	i
COc1cccc(C2c3[nH]c4ccccc4c3CCN2C(=O)c2ccccc2F)c1OC (centres undefined)	i	i	i	3.1	i	i	i	i	i	13.7	i
COC(=O)C1=C(C)NC(=S)NC1c1ccc(-c2ccccc2C(=O)OC)o1 (centres undefined)	i	i	i	15.4	i	i	i	i	i	0.3	i
CC(NC(=O)c1ccccc1)c1ccc(F)cc1 (centres undefined)	i	i	i	1.5	i	i	i	i	i	0.4	i
Cc1c(Cl)cccc1N1CC(C)(C)C1=O	i	i	i	-1.9	i	i	i	i	i	1.7	i
CCOC(=O)N1CCN(CC(O)COC2CC(C)CCC2C(C)C)CC1 (centres undefined)	i	i	i	12.6	i	i	i	i	i	1.1	i
CS(=O)(=O)N1CCN(C(=O)c2ccccc2F)CC1	·	·	·	0.1	i	i	·	i	i	·	i
O=[N+]([O-])c1ccc2[nH]c(O)c(N=NC(=S)Nc3cccnc3)c2c1	i	i	i	9.6	i	i	i	i	i	3.5	i
